Compound activity from PubChem BioAssay.
S3 lipid droplet = qHTS Assay for Lipid Storage Modulators in Drosophila S3 Cells | Drosophila S3 cells, BODIPY lipid droplet fluorescence, 18-24 h; cells fed with added oleic acid | lipid storage change, negative = inhibition, % at the top dose, mostly 46.1 µM; hits show Potency in µM | hit rate 0.64% among 320,000; active = well fitted inhibition curve with a large enough effect in the signal ratio, with a control signal flat, not every such curve was filed as active; inconclusive = small, poorly fitted or top-dose-only effect, or effect the other way, or a change in a side signal; the % refers to the signal ratio
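Drosophila S3 cells loaded with oleic acid (400 uM, as added) and compounds at several concentrations; lipid droplets imaged by 488-nm laser-scanning cytometry, 500–530 nm intensity and object ratio to cell channel. Percent activity normalized to 20 uM Triacsin C.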
S3 lipid droplet cell count max = recorded beside S3 lipid droplet, whose call it bears; cell number change, %; measured here: cell count max response;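 cells counted by Cell Tracker Red CMTPX staining in the red channel; peak over a dose series mostly up to 46.1 µM; percent activity relative to internal control wells on each plate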
An asterisk follows results filed as active; i = inactive; ? = inconclusive; nt = no result given. % is scaled to controls: 0 for no effect and ±100 for the full control effect; potency is read from the fitted curve at half-maximal effect.

SMILES	S3 lipid droplet	S3 lipid droplet cell count max
CC(OC(=O)CNS(=O)(=O)c1ccc(C#N)cc1)C(=O)Nc1ccc(Cl)cn1 (configuration not stated)	-0.6%	11.6
COC(=O)c1ccc2c(=O)n(CCCN3CCCC3=O)c(=S)[nH]c2c1	i	nt
COc1ccc(NC(=O)C(C)N=C2NS(=O)(=O)c3ccccc32)cc1S(N)(=O)=O (configuration not stated)	?	nt
COCCNC(=O)CSc1nc(-c2ccc(OC)c(OC)c2)cc(C(F)(F)F)n1	i	nt
CCc1ccccc1N1C(=O)CC(N2CCc3ccccc32)C1=O (configuration not stated)	-10.9%	9.6
Cc1ccc(-n2nnnc2CSc2nnc(-c3ccc(O)cc3)o2)cc1	?	nt
CCOC(=O)CSCC(=O)Nc1ccc(S(=O)(=O)N2CCCCC2)cc1	?	nt
COc1ccccc1CNC(=O)c1cc(S(=O)(=O)N2CCCCC2)c[nH]1	?	nt
CC(=O)c1sc(=S)n(-c2ccccc2)c1C	i	2.6
C=CCNC(=S)N1CCC(C(=O)c2ccc(C)cc2)CC1	-4.1%	5.9
COc1ccc(N2C(=O)CCC(C(C)=O)=C2C)cc1	?	nt
CCOc1ccc(NC(=O)CCS(=O)(=O)c2ccc(Br)cc2)cc1	-12.6%	6.6
O=C(O)CCn1cc(/C=N/O)c(-c2cccc([N+](=O)[O-])c2)n1	?	nt
CCN1C(=O)c2ccc(C(=O)Nc3c(C)cc(C)cc3C)cc2C1=O	10.1%	7.1
O=C(Oc1cc(=O)n2ccccc2n1)c1ccccc1	11.9%	-6.2
Cc1cc2c(C)nc(N/N=C/c3ccc(F)cc3)nc2o1	5.6%	-6.2
COC(=O)N/N=C/c1ccccc1OCc1ccccc1	?	nt
Cc1ccc(C)c2sc(N3CCN(C(=O)c4ccc([N+](=O)[O-])o4)CC3)nc12	?	nt
O=C(c1ccco1)N1CCN(Cc2nnc(-c3ccccc3)o2)CC1	?	nt
CC1CCC(NC(=O)CN2CCN(S(=O)(=O)c3cccs3)CC2)CC1 (configuration not stated)	?	nt
Nc1ccc(Oc2ccc([N+](=O)[O-])cc2[N+](=O)[O-])cc1	?	nt
CN(CC(=O)Nc1ccccc1Br)C(=O)CCCSc1nc2ccccc2[nH]1	19.1%	20.2
O=C(NC1CCCC1)C(c1cccnc1)N(CCc1ccccc1)C(=O)c1ccco1 (configuration not stated)	?	nt
CSc1cnc2c(=O)[nH]c(=O)n(C)c2n1	-0.4%	-1.2
N#CC(C#N)=Cc1cc2ccccc2nc1N1CCOCC1	?	nt
Cc1ccc(NC(=O)C/C(N)=N/O)cc1Cl	10.1%	-9.0
N#Cc1ccc(-c2csc(NC(=O)C3CC3)n2)cc1	?	nt
CC(=O)Nc1ccc(NC(=O)C(=O)NCC(c2ccco2)N2CCc3ccccc3C2)cc1 (configuration not stated)	?	nt
COc1cc2c(cc1OC)CN(C(=O)c1ccc([N+](=O)[O-])o1)CC2	?	nt
CC(C(=O)N1CCCCCC1)N(c1ccc(Cl)cc1)S(C)(=O)=O (configuration not stated)	?	nt
Nc1c(C(=O)c2ccccc2)oc2ccccc12	-12.2%	-14.1
CS(=O)(=O)N1CCN(c2ccc(NC(=O)COc3ccccc3)cc2)CC1	?	nt
CC(=O)N=c1sc(C(C)(C)C)c(C)n1C	?	nt
Brc1ccccc1OCCCN1CCCC1	?	nt
CN1CCN(CCC(=O)N/N=C/c2cc([N+](=O)[O-])ccc2OC(F)F)CC1	?	nt
CCN1CCN(C(=O)C2CC(c3ccc(F)cc3)=NO2)CC1 (configuration not stated)	?	nt
CC(C)NC(=O)c1ccc2c3n(nc2c1)-c1ccc(Cl)cc1CO3	-7.9%	-14.7
O=C(Nc1ccc(Cl)cc1)c1cc(Br)ccc1OCC(=O)N1CCOCC1	?	nt
COC(=O)c1cc(OC)c(OC)cc1N1C(=O)CC(C)(C)CC1=O	?	nt
O=C1c2ccccc2CN1Cc1ccccc1	13.6%	10.2
O=C(Nc1ccccc1)c1ccc(OC(=O)c2cc3ccccc3o2)cc1	?	nt
CCOC(=O)c1ccc2nc(NC(=O)c3cccs3)sc2c1	-1.4%	-3.2
Cc1ccc(S(=O)(=O)CCC(=O)NCc2ccccc2F)cc1	-12.3%	-21.5
O=C(Oc1ccc(Br)cc1C(=S)N1CCCC1)c1ccccc1Cl	3.3%	-0.3
O=S(=O)(NC1CC2CCC1C2)c1ccc(Br)s1 (configuration not stated)	12.9%	-28.4
COc1ccc(-c2cc3ccc(OCC(C)=O)cc3oc2=O)cc1OC	?	nt
Cn1c(=O)c2cc(S(=O)(=O)NC(C(=O)NCc3cccnc3)c3ccccc3)ccc2n(C)c1=O (configuration not stated)	-0.3%	-11.9
Nc1ccc(S(=O)(=O)c2ccc(Cl)cc2)cc1	?	nt
O=S(=O)(Nc1ncccn1)c1ccc(NC(=S)Nc2ccccc2)cc1	?	nt
Cc1ccc(OCC(O)CN2CCN(CCO)CC2)c(C)c1 (configuration not stated)	-5.0%	3.6

New compounds follow.
SMILES	S3 lipid droplet	S3 lipid droplet cell count max
Cc1cc(NC(=O)CCC2CCCC2)no1	5.0%	11.4
O=C(c1cccc2ccccc12)N1CCN(CC2CC=CCC2)CC1 (configuration not stated)	i	4.0
COc1cccc(CCNC(=O)CC2C(=O)NCCN2Cc2ccc(C)o2)c1 (configuration not stated)	i	15.8
O=[N+]([O-])c1ccc(N2CCN(C(=S)Nc3cccc(F)c3)CC2)cc1	-1.8%	-4.4
O=C(OC1CCCCC1=O)c1cc(S(=O)(=O)N2CCOCC2)ccc1F (configuration not stated)	-6.1%	5.7
CC(=O)Nc1ccc(S(=O)(=O)N2CCC(NC(=O)C(Cc3cccn3C)NC(C)=O)CC2)cc1 (configuration not stated)	13.4%	10.8
CCOC(=O)C1CCN(C(=O)/C=C/c2cc(OC)c(OC)c(OC)c2)CC1	?	nt
COc1cccc(/C=C2/C(=O)NN(c3ccc(Br)cc3)C2=O)c1O	?	nt
Cc1ccc(C(=O)N2CCC(C(=O)NCc3ccco3)CC2)cc1	-0.9%	5.1
CCOc1cc(/C=N\NC(=O)c2ccc(NC(=O)C(C)(C)C)cc2)ccc1OC(=O)c1cccc(C)c1	?	nt

Continued; the last 6 above are carried over.
SMILES	S3 lipid droplet	S3 lipid droplet cell count max
O=C(OC1CCCCC1=O)c1cc(S(=O)(=O)N2CCOCC2)ccc1F (configuration not stated)	-6.1%	5.7
CC(=O)Nc1ccc(S(=O)(=O)N2CCC(NC(=O)C(Cc3cccn3C)NC(C)=O)CC2)cc1 (configuration not stated)	13.4%	10.8
CCOC(=O)C1CCN(C(=O)/C=C/c2cc(OC)c(OC)c(OC)c2)CC1	?	nt
COc1cccc(/C=C2/C(=O)NN(c3ccc(Br)cc3)C2=O)c1O	?	nt
Cc1ccc(C(=O)N2CCC(C(=O)NCc3ccco3)CC2)cc1	-0.9%	5.1
CCOc1cc(/C=N\NC(=O)c2ccc(NC(=O)C(C)(C)C)cc2)ccc1OC(=O)c1cccc(C)c1	?	nt
CCn1nnnc1SCC(=O)Nc1ccc(OCc2ccccc2)cc1	9.6%	11.5
Oc1ccccc1C1=Nc2nc3ccccc3n2C(c2ccccc2)C1 (configuration not stated)	?	nt
N#C/C(=C\c1cccnc1)c1ccccc1[N+](=O)[O-]	?	nt
COc1ccc(CC(=O)NCc2n[nH]c(=S)n2-c2ccccc2OC)cc1	?	nt
O=C(O)COc1ccc(Cl)cc1CO	?	nt
Cc1cccc(NNC(N)=S)c1C	-4.6%	2.8
O=C(CSCc1c(F)cccc1Cl)NCC1CCCO1 (configuration not stated)	-0.2%	17.5
CC(C)(C)C(=O)Nc1cccc(-c2ncon2)c1	-1.3%	0.8
CCN(CC)C(=O)Cc1ccccc1	-2.6%	-2.6
COc1ccc2[nH]c(=O)c(CN(C(C)=O)c3ccc(C)cc3C)cc2c1	?	nt

Fetched one by one from the list above:
SMILES	S3 lipid droplet	S3 lipid droplet cell count max
O=C(O)COc1ccc(Cl)cc1CO	?	nt
COc1ccc2[nH]c(=O)c(CN(C(C)=O)c3ccc(C)cc3C)cc2c1	?	nt
O=C(CSCc1c(F)cccc1Cl)NCC1CCCO1 (configuration not stated)	-0.2%	17.5
CCN(CC)C(=O)Cc1ccccc1	-2.6%	-2.6

Later entries:
SMILES	S3 lipid droplet	S3 lipid droplet cell count max
O=C(c1cc2ccccn2n1)N1CCCC1	?	nt
CCC(=O)Nc1cccc(NC(=O)CSc2nnc(C(C)C)n2CC)c1	4.6%	5.3
CCOC(=O)CSc1nc2ccccc2n1C(=O)OCC	19.5%	4.4
N/C(=N\OC(=O)CCc1ccccc1)c1ccccc1Cl	?	nt
S=c1[nH]nc(-c2ccccn2)n1/N=C/c1ccco1	21.0%	-2.1
Cc1noc(/C=C/N(C)C)c1S(=O)(=O)N1CCCC(C(=O)NCCC2=CCCCC2)C1 (configuration not stated)	-22.7%	6.9
CSc1ccccc1NC(=O)CN(C)C(=O)c1ccc(NC(=O)c2cccs2)cc1	15.8%	25.2
O=C(O)CCCC(=O)Nc1cccc(C(F)(F)F)c1	?	nt
COC(=O)N/N=C/c1ccc(OC(=O)/C=C/c2ccco2)cc1	-4.6%	-5.7
Cc1cc(NC(CC(C)C)C(=O)O)nc(Cc2ccccc2)n1 (configuration not stated)	-11.4%	-20.5
Cc1ccc(C(=O)N/N=C/c2ccc3c(c2)OCO3)o1	?	nt
CC(NC(=O)c1ccccc1)C(=O)NNC(=O)c1ccccc1Cl (configuration not stated)	7.0%	4.0
O=C(O)CCCC(=O)Nc1cc([N+](=O)[O-])ccc1O	-18.9%	-7.6
CCc1cccc(NC(=O)CCC(=O)O)c1	-16.8%	-50.0
COc1ccc(N2CCN(C(=O)COC(=O)Cc3c(F)cccc3Cl)CC2)cc1	?	nt
c1ccc(-c2onc3c2CCCC3)cc1	?	nt
Cc1ccc(-c2csc3ncnc(N4CCN(C(=O)c5ccco5)CC4)c23)cc1	?	nt
COC(=O)c1ccccc1NC(=O)C1CCCCC1C(=O)O (configuration not stated)	?	nt
NC(=O)C1Cc2ccccc2CN1S(=O)(=O)c1ccc(Cl)s1 (configuration not stated)	?	nt
O=C(O)COc1ccccc1/C=N/NC(=O)c1cc2ccccc2cc1O	?	nt
CN(CC(=O)Nc1cccc(F)c1)CC(=O)Nc1cccc([N+](=O)[O-])c1	4.7%	13.1
COc1ccccc1N1CCN(S(=O)(=O)c2c(C(=O)N3CCOCC3)c(C)n(C)c2C)CC1	i	-19.8
Cc1ccc(SCCC(=O)Nc2ccccc2Br)cc1	17.2%	1.1
Cc1cccc(CN2C(=O)c3ccccc3Sc3ccc(C(=O)NCCCN4CCOCC4)cc32)c1	?	nt
CCNC(=S)NNC(=O)c1nn(C)c(C)c1Cl	?	nt
O=C(c1cccs1)N1CCC(N2CCN(c3ccccc3)CC2)CC1	?	nt
COc1ccccc1OCc1nc2ccccc2[nH]1	?	nt
CC(=O)Nc1ccc(/C=N/NC(=O)c2cc3cc(C)ccc3nc2C)cc1	?	nt
O=C(Nc1ccc(CN2CCOCC2)cc1)c1ccc(F)cc1	?	nt
CC(=O)OC[C@H]1O[C@@H](O/N=C/C[C@@H]2C=C[C@H](OC(C)=O)[C@@H](COC(C)=O)O2)[C@H](OC(C)=O)[C@@H](OC(C)=O)[C@@H]1OC(C)=O	?	nt
COc1cc(CCCN2C(=S)NC[C@@H]2CC2CCCCC2)cc(OC)c1OC	1.1%	5.3
O=C(COC(=O)C1=COCCO1)Nc1ccccc1OC(F)F	?	nt
COCCNc1ccc(S(=O)(=O)N2CCCC2)cc1[N+](=O)[O-]	?	nt
Cn1c(=O)c2cc(S(=O)(=O)NC(C(=O)NCc3ccccn3)c3ccccc3)ccc2n(C)c1=O (configuration not stated)	?	nt
CC(C)(C)[C@@H]1C=C(C(=O)N2CCN(Cc3ccccc3)CC2)O[C@H](OCCCCO)C1	3.5%	13.7
COc1ccc(C2C(C(C)=O)=C(C)Nc3ncnn32)cc1OC (configuration not stated)	?	nt
N#Cc1c(-c2c(Cl)cccc2Cl)noc1/C=C/Nc1ccc(C(=O)O)cc1	10.6%	-15.6
CCOC(=O)c1cc([N+](=O)[O-])sc1N	7.5%	8.7
Cc1ccc2nc(NC(=O)CS(=O)(=O)Cc3ccccc3)sc2c1	-12.5%	-11.0
O=C(Nc1ccccn1)N1CCOCC1	-4.5%	-9.1
N#Cc1ccc(CSc2nnc(NC(=O)CN3C(=O)C4CC=CCC4C3=O)s2)cc1 (configuration not stated)	7.6%	19.2
O=C1CN(c2ccccc2Cl)C(=O)CN1c1ccccc1Cl	?	nt
O=C(NCc1ccccc1)c1ccc(CS(=O)(=O)Cc2ccc(F)cc2)o1	?	nt
CCOC(=O)CC1C(=O)NCCN1Cc1cccc(OC)c1 (configuration not stated)	?	nt
O=S(=O)(NC1CC1)c1ccc(F)c(F)c1	?	nt
O=C1c2c(O)cc(O)cc2O[C@@]12c1c(cc(O)c3c1O[C@H](c1ccc(O)cc1)[C@@H](O)C3)O[C@@H]2c1ccc(O)cc1	?	nt
COc1ccc(C(=O)Nc2cc(C(=O)NCCc3ccccc3)ccc2Cl)cc1	?	nt
COc1ccc(NC(C)=O)cc1NC(=O)CN1CCN(C2c3ccccc3-c3ccccc32)CC1	?	nt
CC(=O)OCC1(C)CN(c2ccccc2)N(C(C)=O)C1=O (configuration not stated)	?	nt
Cc1ccc(C(=O)c2coc3ccc(OCC(=O)O)cc23)cc1	?	nt

(next part)
SMILES	S3 lipid droplet	S3 lipid droplet cell count max
Cc1nc(-c2cccc(NC(=O)c3ccc(-n4nccc4C)cc3)c2)cs1	?	nt
O=C/C(=C\Nc1ccc(C(=O)N2CCOCC2)cc1)c1nc2ccccc2o1	-2.2%	-5.4
C=CCc1ccc(OCCOc2cccc3ccc(C)nc23)c(OC)c1	-13.4%	-8.1
O=C(CN1C(=O)NC2(CCCCCCC2)C1=O)NCc1cccs1	15.8%	8.6

A portion of the library, so the mix of outcomes need not match the whole.
